# Exocytosis inh – lytic granule exocytosis inhibition. AID 651702. TALL-104 LAMP-1 surface exposure, flow cytometry; cells stimulated with thapsigargin and PMA. inhibition, % at 10 µM. hit rate 0.66% among 360,000;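 active = inhibition above about 55%, limit read from the data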
# Vif imaging – HIV Vif inhibition; HEK293T cells, Vif self-association by quenched fluorescence, imaging, 24 h; inhibition, % at 7.49 µM; hit rate 0.35% among 340,000; AID 602346; in the data active = inhibition above about 50%, passing the limit was not always enough; also: some results filed as inactive read as strong as hits
# ABCB6 inh MLPCN – blocks the human ABCB6 transporter. K562-ABCB6 porphyrin accumulation, flow cytometry, 1 h; hits give low values. fluorescence ratio to DMSO, % at 10 µM. hit rate 0.19% among 360,000. AID 602162;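 active = fluorescence ratio to DMSO below 75%, the collection mean minus 3 SD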;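 also: signal is porphyrin accumulated inside mitochondria; 100% equals median channel fluorescence of DMSO control wells; lower ratio means ABCB6 inhibition with less porphyrin fluorescence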
# aDG glyco up – increases alpha dystroglycan glycosylation | Pro5-aDG cells, alpha-DG glycosylation AlphaScreen (IIH6); 0% Pro5, 100% B10-LARGE cell signal | hit rate 0.22% among 360,000 | activation, % at 10 µM | AID 624168;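 active = activation of at least 8% versus controls, or a plate z-score of at least 8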;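 also: Pro5 are CHO cells carrying HIG-tagged alpha-DG that lacks glycosylation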
# HTR2A ag – agonists of mouse serotonin 5-HT2A receptor (HTR2A). P35363. CHO-K1 mHTR2A beta-arrestin complementation, luminescence; percent of 30 µM serotonin response. activation, % at 7.6 µM. hit rate 0.66% among 360,000. AID 624169;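 active = activation above a run cutoff, the mean activation of all tested compounds plus 3 SD, cut at about 14% in these data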;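 also: 0% = plate median of compound wells and 100% = 30 µM serotonin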
# Target sequence (P35363 whole entry, looked up): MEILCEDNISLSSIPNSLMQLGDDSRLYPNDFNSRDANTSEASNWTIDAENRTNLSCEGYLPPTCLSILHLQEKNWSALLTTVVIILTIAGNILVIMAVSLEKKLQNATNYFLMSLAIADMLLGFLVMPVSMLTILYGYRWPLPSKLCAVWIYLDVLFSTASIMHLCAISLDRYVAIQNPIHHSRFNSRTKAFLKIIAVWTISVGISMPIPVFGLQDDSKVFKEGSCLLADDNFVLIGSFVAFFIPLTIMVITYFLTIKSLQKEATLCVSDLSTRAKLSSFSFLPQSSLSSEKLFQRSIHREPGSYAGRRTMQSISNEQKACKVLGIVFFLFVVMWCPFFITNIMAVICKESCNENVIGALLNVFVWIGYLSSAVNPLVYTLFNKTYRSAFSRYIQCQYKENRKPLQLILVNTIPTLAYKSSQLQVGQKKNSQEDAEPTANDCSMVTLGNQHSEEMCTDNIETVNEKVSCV
# N-glyco inh – blocks N-linked glycosylation in D54 reporter cells; D54 ERlucT glycosylation luciferase reporter, 24 h; percent of 100 nM tunicamycin response; reporter increase, % at 12.5 µM; hit rate 0.23% among 360,000;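 active = mean luciferase reporter signal, scaled so untreated is 0 and the glycosylation-blocking control 100, at or above a set limit in every replicate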;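 also: luciferase carries N-glycosylation sites so blocking glycosylation raises the light; 0% = median of neutral control wells and 100% = median of 100 nM tunicamycin wells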
# CaV13 ICDI inh – Primary screen for inhibitors of IQ motif and Ca2+-dependent inactivation inhibitor domain binding in CACNA1D, Förster resonance energy transfer in living cells, …; inhibition, % at 12.3 µM; HEK cells, CFP/YFP FRET ICDI-IQ, plate reader, 10 min; percent FRET-ratio fall versus neutral wells; hit rate 0.098% among 340,000;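 active = mean replicate inhibition of at least 30% and at least 1% of replicates passing that level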;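 also: 0% = median of the neutral control wells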
# hiPSC survival – hiPSC single-cell survival enhancement; hit rate 0.044% among 360,000; survival enhancement, % at 20 µM; ATPlite luminescence; 100% = ROCK inhibitor wells, 0% = DMSO; in the data active = survival enhancement above about 18%;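 also: cells exposed to compounds for 16 hours before the ATP read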
# PDI turbidity – inhibitors of human protein disulfide isomerase. PDI insulin aggregation turbidity, A650, 90 min. inhibition, % at 10 µM. AID 588391. hit rate 0.052% among 350,000. P07237;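 active = mean inhibition across replicates of 30% or more, whatever share of single replicates reach that level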;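 also: absorbance from insulin aggregation driven by PDI reduction with DTT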
# Target sequence (P07237 whole entry, looked up): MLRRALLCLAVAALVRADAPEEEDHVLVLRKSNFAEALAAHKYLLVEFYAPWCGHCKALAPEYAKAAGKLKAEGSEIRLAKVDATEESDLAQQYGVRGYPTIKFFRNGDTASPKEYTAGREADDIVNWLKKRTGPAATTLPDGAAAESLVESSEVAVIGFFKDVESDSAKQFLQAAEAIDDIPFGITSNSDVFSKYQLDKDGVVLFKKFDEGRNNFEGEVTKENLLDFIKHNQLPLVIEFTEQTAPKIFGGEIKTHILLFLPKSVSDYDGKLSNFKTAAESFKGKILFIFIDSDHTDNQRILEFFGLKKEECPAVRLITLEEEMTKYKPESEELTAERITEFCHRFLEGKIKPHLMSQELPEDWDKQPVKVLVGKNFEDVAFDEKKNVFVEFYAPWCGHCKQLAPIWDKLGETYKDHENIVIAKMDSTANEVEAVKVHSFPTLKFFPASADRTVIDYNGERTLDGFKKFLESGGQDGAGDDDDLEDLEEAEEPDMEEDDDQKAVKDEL
# H9c2 protect – protects H9c2 cardiomyocytes from peroxide injury | hit rate 0.63% among 360,000 | protection from H2O2 cell death, % at 20 µM | H2O2 injury protection, ATPLite, 2 h;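 active = compounds giving at least 50% protection of heart cells from peroxide-induced death in the single-dose screen, raw or plate-pattern-corrected value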;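 also: 0% = DMSO wells with peroxide and 100% = DMSO wells without peroxide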
# An asterisk follows results filed as active; / = not tested or not shown.
SMILES,Exocytosis inh,Vif imaging,ABCB6 inh MLPCN,aDG glyco up,HTR2A ag,N-glyco inh,CaV13 ICDI inh,hiPSC survival,PDI turbidity,H9c2 protect
CCC(C)NC(=S)Nc1ccc(F)cc1 (stereo unspecified),-1,-4,101,0.0,-6,1,4,-0.6,1,13
COC(=O)[C@@]12C[C@@H](CC(=O)NCc3cccc4ccccc34)C(=O)N(CCc3ccc(OC)c(OC)c3)C1=CCC(C)(C)C2,12,/,/,-0.2,0,/,-10,/,/,/
O=C(Nc1ccccc1)c1ccc(CSc2ncccn2)cc1,-4,3,100,1.0,-1,-5,/,-1.1,-9,-8
C[C@@H]1CCCCO[C@@H](CN(C)Cc2ccccc2)[C@@H](C)CN([C@H](C)CO)C(=O)c2cc(N(C)C)ccc2O1,-4,7,99,-0.3,4,0,-6,-0.1,-2,2
COc1ccc(S(=O)(=O)Nc2cccc3c2O[C@H](CN(C)C(=O)NC2CCCCC2)[C@@H](C)CN([C@H](C)CO)C3=O)cc1,-2,-2,98,-0.1,0,0,-6,-0.6,2,3
O=C(CCNS(=O)(=O)c1ccc(Br)cc1)NCc1ccco1,1,4,92,-0.1,7,-1,/,3.3,-1,-2
O=C(COC(=O)Cn1cnc2ccccc21)Nc1cc2c(cc1Cl)C(=O)c1ccccc1C2=O,-2,13,98,1.9,3,14,-5,-0.3,-4,-6
COc1ccccc1N=Nc1c(C)n[nH]c1C,12,-9,96,-0.1,0,4,-4,-0.5,-7,-4
COc1ccccc1-c1noc2ncnc(Nc3ccccc3C)c12,17,1,91,-0.2,-4,-1,-4,0.7,-3,3
COc1ccc(N(CC(=O)N/N=C/c2ccccc2F)S(=O)(=O)c2ccccc2)cc1,24,0,93,0.2,-3,-1,-3,-0.6,-8,-4

# Reprinted from the part before: three compounds, then new ones.
SMILES,Exocytosis inh,Vif imaging,ABCB6 inh MLPCN,aDG glyco up,HTR2A ag,N-glyco inh,CaV13 ICDI inh,hiPSC survival,PDI turbidity,H9c2 protect
COc1ccccc1N=Nc1c(C)n[nH]c1C,12,-9,96,-0.1,0,4,-4,-0.5,-7,-4
COc1ccccc1-c1noc2ncnc(Nc3ccccc3C)c12,17,1,91,-0.2,-4,-1,-4,0.7,-3,3
COc1ccc(N(CC(=O)N/N=C/c2ccccc2F)S(=O)(=O)c2ccccc2)cc1,24,0,93,0.2,-3,-1,-3,-0.6,-8,-4
Cc1cccc2cc(C#N)c(N3CCC(O)CC3)nc12,36,-2,118,0.7,4,4,29,-0.5,-4,10
O=S(=O)(c1ccc(Cl)cc1)c1cnc2ccccc2n1,-1,-13,104,3.5,-7,-11,9,-4.8,-7,-13
CCOC(=O)C1(Cc2ccccc2)CCCN(Cc2cnn(CC)c2)C1 (stereo unspecified),-8,4,99,0.2,0,1,2,-1.3,1,5
CCCc1[nH]c(=O)c(C#N)c2c1CCCC2,0,9,99,0.1,-4,-1,-9,4.6,-9,2
COC(=O)CSc1nnc2cc(C)c3ccccc3n12,-1,1,77,-0.1,7,1,3,0.3,7,8
Cc1nn(C(C)(C)C)c(OC(=O)c2ccco2)c1Sc1ccccc1,-1,-1,98,-0.1,12,2,-6,-0.8,14,0
O=C(NN1C(=O)C2C3CCC(O3)C2C1=O)c1ccc(Cl)cc1 (stereo unspecified),-4,-7,98,-0.1,-2,2,-2,0.7,-18,5
CCc1n[nH]c(=S)n1/N=C/c1cc(Br)c(OC)cc1OC,2,-9,96,-0.1,-2,0,-5,-0.8,-4,1
CCOc1ccnc2c1c(=O)n(Cc1cc(OC)cc(OC)c1)c(=O)n2C,-2,28,95,-0.4,4,3,-5,0.8,4,14
C=CCN1C(=O)CSc2ccc(C(=O)NC(C)c3ccccc3)cc21 (stereo unspecified),-7,-1,94,0.0,3,2,-9,-0.4,-2,5
CN1CCc2c(sc(NC(=O)c3ccc(C(=O)c4ccccc4)cc3)c2C(N)=O)C1,3,13,97,12*,-12,1,-11,-0.5,4,9
COc1ccc(N/C=C/C(=O)C(F)(F)F)cc1,0,15,92,0.1,3,4,-15,-2.2,0,-8
CCC(C(=O)NC1CCCCC1)n1c(SCc2ccccc2F)nc2ccncc21 (stereo unspecified),7,/,95,0.1,-3,-5,-1,-3.1,/,-20
O=C1NC[C@H](CCCCN2C[C@H](Cc3ccc(O)cc3)N(CC3CCCCC3)C(=O)C2=O)N(CCc2ccc(O)cc2)C1=O,12,/,96,0.0,0,/,-4,0.9,/,/
CC(C)c1[nH]nc2c1C(Cc1ccccc1)C(C#N)=C(N)O2 (stereo unspecified),-2,4,91,-0.1,4,-2,-5,2.2,10,-2
COc1ccc(/C=C/C(=O)OCC(=O)Nc2cccc(S(=O)(=O)NC3=NCCCCC3)c2)cc1,-3,2,99,1.5,-3,-1,-6,1.5,-10,-7
N#Cc1ccc(C(C(=O)NC2CCCCC2)n2c(=O)c(-c3ccco3)nc3ccccc32)cc1 (stereo unspecified),-7,/,/,-0.1,-1,/,-10,/,/,/
COc1cc(-n2c(N)c(C(=O)NCc3ccco3)c3nc4ccccc4nc32)cc(OC)c1OC,-12,5,96,0.0,2,16,-5,-1.6,6,38
Cc1ccc(S(=O)(=O)N2CCC(C(=O)N3Cc4ccccc4C3)CC2)cc1,-2,3,91,0.3,-3,-1,-4,-1.5,0,-14
CC(C)CN(C(=O)c1ccc(S(=O)(=O)N2CCCCC2)cc1)C1CCS(=O)(=O)C1 (stereo unspecified),11,16,91,0.0,2,0,-3,1.2,-2,3
COC(c1ccccc1)c1nnc(CCC(=O)N2CCN(C3CCCC3)CC2)o1 (stereo unspecified),1,-21,99,-0.3,0,0,-5,-0.3,-8,6
CCOC(=O)C1=C(c2ccccc2)NC(SCC(=O)NC2CCCCC2)=C(C#N)C1c1ccco1 (stereo unspecified),-4,-3,104,0.1,-4,-5,-10,-1.4,-10,-3
COc1ccccc1/C=C1\SC(N2CCC(C)CC2)=NC1=O,-10,0,87,0.6,-1,9,-4,0.5,1,-5
Cc1c(C(=O)NCc2cccc([N+](=O)[O-])c2)sc(=O)n1Cc1cccc(F)c1,12,-2,103,0.5,-8,-4,63*,1.0,1,10
O=C(COCC(=O)N/N=C/c1ccccc1F)N/N=C/c1ccccc1F,0,7,105,-0.2,0,3,-2,-0.9,2,5
CC(NCC(O)c1ccc([N+](=O)[O-])cc1)C12CC3CC(CC(C3)C1)C2 (stereo unspecified),14,-2,97,0.2,-1,1,-5,-0.5,-4,-2
COC(=O)c1nc(NC(=O)C(C)(C)C)n[nH]1,2,-8,95,-0.3,4,4,-4,-0.6,-1,12
CCOc1ccc(/C=C/c2[nH]c(=O)[nH]c(=O)c2[N+](=O)[O-])cc1,-12,-1,98,0.0,-1,3,-11,0.8,-3,-4
NS(=O)(=O)c1ccc(NC(=S)N2CCN(c3ccccc3Cl)CC2)cc1,3,2,101,1.2,-5,-1,-9,-0.3,8,-16
COCCSc1nnc(NS(=O)(=O)c2ccc(F)cc2)s1,-2,2,101,0.1,2,-1,-4,-1.9,-2,4
COc1ccc(NS(=O)(=O)c2ccc(C(=O)N(C)Cc3cccs3)cc2)cc1,10,-3,103,1.0,3,-1,-2,0.7,3,-9
O=C1c2ccccc2C(=O)N1C(CO)C(O)c1ccc([N+](=O)[O-])cc1 (stereo unspecified),9,-2,99,-0.1,5,1,-20,0.0,0,4
COc1ccc(C(=O)OCC(=O)Nc2nnc(-c3ccccc3)o2)cc1,0,0,106,-0.3,3,1,-5,-0.4,-12,23
O=C(Cn1cnc2c(cnn2-c2ccc(Cl)cc2)c1=O)NCC1CCCO1 (stereo unspecified),1,-3,93,0.2,-3,3,/,-1.6,3,-18
Cc1[nH]n(-c2ccccc2)c(=O)c1C=NCCc1ccccc1,2,5,98,0.5,-1,0,1,1.3,7,-1
Cc1ccc2nc(-c3ccco3)c(Nc3ccccc3)n2c1,-4,8,95,0.7,2,3,-10,2.8,0,-7
Cc1ccsc1/C=N\NC(=O)Cn1nnc2ccccc21,-9,1,103,0.1,-4,14,-6,0.7,26,-13
CC1CN(C(=O)COc2coc(CN3CCc4ccccc4C3)cc2=O)CC(C)O1 (stereo unspecified),7,-3,98,-0.2,1,2,-5,-0.3,20,6
COc1ccc(CNC(=O)c2c(C)oc3c2C(=O)c2ccccc2C3=O)cc1,9,7,98,0.7,5,-19,-5,-3.4,0,-13
CC1=C(C(=O)N(C(C)C)C(C)C)CC(CC(=O)NC2CCCCC2)C(=O)N1Cc1ccc(F)cc1 (stereo unspecified),3,/,100,-0.2,1,2,-9,0.5,/,0
CN1CCN(Cc2cc(=O)oc3cc4c(cc23)CCC4)CC1,-3,/,91,-0.3,-6,/,-4,-3.2,16,13
CCn1cc(C(=O)N[C@H](C(=O)NCCCOC)C(C)C)c(=O)c2cc3c(cc21)OCO3,-6,-18,95,-0.2,-4,0,-20,0.6,-1,-1
CCCCNC(=S)NCc1ccc2c(c1)cc(C)n2C,-1,-6,97,0.6,-9,0,-3,-0.5,/,-6
COc1cccc(O[C@@H]2O[C@@H]3COC(C)(C)O[C@H]3[C@H](O)[C@H]2NC(C)=O)c1,3,12,102,-0.1,4,0,-5,-4.8,3,2
O=C(Nc1ccnn1C1CCN(Cc2ccccc2)CC1)C1CCCC1,2,-5,101,-0.5,-1,-2,-5,-0.4,3,-2
COCc1ccc(C(=O)N2CCCC(N(C)CCc3ccccc3)C2)s1 (stereo unspecified),12,6,93,0.1,-22,-1,-8,-1.5,3,-1
Cc1c(Cl)cccc1NC(=O)Nc1cc(C(C)(C)C)on1,-24,-6,96,0.6,5,-6,-3,0.5,1,-14
CCc1nc2ccc(C(=O)N3CCN(CC)CC3)cc2nc1CC,-7,3,97,-0.1,-1,0,-4,-0.4,-5,3
N#Cc1ccccc1N=Cc1ccc(Br)cc1,11,-3,100,0.0,-2,-1,-4,0.8,0,0
O=C(/C=C/c1ccc(-c2ccccc2)cc1)NCc1cccnc1,0,-2,101,0.3,-14,-2,-20,-0.7,-2,-2

# (listing goes on)
SMILES,Exocytosis inh,Vif imaging,ABCB6 inh MLPCN,aDG glyco up,HTR2A ag,N-glyco inh,CaV13 ICDI inh,hiPSC survival,PDI turbidity,H9c2 protect
COc1cc(CCc2ccc3c(c2)OCO3)oc(=O)c1,2,-13,99,-0.1,-1,-3,/,2.4,/,-2
CCOC(=O)C1CCCN(C(=S)Nc2ccc(Nc3ccccc3)cc2)C1 (stereo unspecified),-1,10,100,0.1,-4,-2,-5,2.1,-1,-9
COCCCNC(=O)CCCn1c(=O)c2ccccc2n(CC(=O)Nc2c(C)cc(C)cc2C)c1=O,1,-9,123,0.0,-2,1,-7,-1.3,-14,-5
c1ccc(CNc2ncnc3sc4c(c23)CCC4)nc1,1,/,94,2.1,5,-3,/,0.0,-5,-4
O=C(Nc1cc2c(cc1Br)OCCCO2)c1ccccc1,3,-5,97,0.1,-2,-3,-3,-0.6,3,-2
Cc1ccc(S(=O)(=O)Nc2ccc(S(=O)(=O)Nc3nccs3)cc2)cc1C,0,-5,87,0.1,-3,3,-9,2.4,-109,3
COc1cc(CNc2ccc(S(N)(=O)=O)cc2)ccc1OCC(=O)NC1CCCCC1,12,10,97,-0.3,3,0,-4,1.5,18,-3
Cc1ccc(NS(C)(=O)=O)c(C(=O)c2ccccc2)c1,1,5,99,0.2,3,-3,-4,0.1,2,-4

# Bioassay records from PubChem BioAssay.

# This is a random part of the collection. About 3.1% of those tested had a hit in this group.
